Screening results (PubChem BioAssay)
PG9 binder – binders of HIV-1 gp120 antibody PG9, primary screen, biochemical, TR-FRET; HIV-1 gp120 / PG9 antibody interaction; TR-FRET gp120-PG9 antibody binding; inhibition, % at 6.7 µM; hit rate 0.43% among 360,000; AID 624416, 2012; in the data active = inhibition above about 8.5%
ABHD4 inh – ABHD4 inhibitors, primary screen, biochemical, fluorescence polarization, mouse | (Lyso)-N-acylphosphatidylethanolamine lipase (Mus musculus), Q8VD66 | purified mABHD4, FP-Rh probe fluorescence polarization | inhibition, % at 8.92 µM | hit rate 0.54% among 370,000;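 active = inhibition exceeding the mean over every tested compound plus 3 SD, cut at about 30% in these data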;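 note: 0% = plate median of compound wells and 100% = S159A mutant with DMSO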
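assay system = mABHD4 protein | compound dosing = single nominal dose of 8.92 µM, 0.89% DMSO final | read-out basis = percent inhibition of probe binding, normalized to plate controls | schedule = Enzyme–compound pre-incubation 45 min, then probe 60 min, both 25 °C | detection = fluorescence polarization, excitation 525 nm, emission 598 nm, BODIPY TMR filters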
TCR CD3 inh – inhibitors of human TCR-CD3 interaction, primary screen, biochemical, fluorescence, TAMRA-labeled TCR probe; inhibition, % at 9.4 µM; hit rate 0.37% among 360,000; T-cell receptor (TCR); in the data active = inhibition above about 19%;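 note: recombinant mutant TCR 2C K166C tagged with TAMRA read by polarization; 0% = receptor in buffer alone and 100% = receptor with positive control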
HTRA1 inhibitor – HTRA1 serine protease inhibitors, primary screen, biochemical, fluorescence polarization, HTS; Q92743; recombinant HTRA1, FP-rhodamine activity-based probe; inhibition, % at 5.96 µM; hit rate 0.5% among 340,000; in the data active = inhibition above about 36%;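 note: 0% = enzyme with DMSO and 100% = wells lacking enzyme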
LEDGF integ inh – blockers of LEDGF/p75-dependent integrase strand transfer – biochemical, TR-FRET, high throughput, primary screen; HIV-1 integrase (with human LEDGF/p75); TR-FRET IN-LEDGF/p75 DNA integration, Eu/Cy5; inhibition, % at 3.7 µM; hit rate 0.64% among 370,000;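 active = inhibition above the screen-wide mean plus 3 SD, cut at about 13% in these data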;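 note: signal is the Cy5 over europium emission ratio at 671 and 618 nm; 0% = plate median of compound wells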
PRMT1 inh – PRMT1 methyltransferase inhibitors, primary screen, biochemical, fluorescence polarization; Protein arginine N-methyltransferase 1 (Homo sapiens), Q99873; recombinant PRMT1, activity-based probe fluorescence polarization; inhibition, % at 2.79 µM; hit rate 1.3% among 370,000; AID 652257, 2013;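 active = inhibition above about 21% made by adding two undisclosed values, limit read from the data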
Tn7 DDE FP – inhibitors of Tn7 peptide binding to fibrin DD(E), primary screen, biochemical, fluorescence polarization, human fibrin, Tn7 probe | Fibrinogen beta chain (Homo sapiens), P02675 | FP displacement of FITC-Tn7 peptide from fibrin DD(E); 0% = median of compound wells per plate | inhibition, % at 8.3 µM | hit rate 0.13% among 370,000 | AID 720508, 2013;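 active = inhibition above the mean of compounds falling within the control limits plus 3 SD of them, cut at about 14% in these data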;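 note: 0% = plate median of compound wells and 100% = 10 µM Aha-Tn7 peptide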
Target sequence (P02675 whole entry, looked up): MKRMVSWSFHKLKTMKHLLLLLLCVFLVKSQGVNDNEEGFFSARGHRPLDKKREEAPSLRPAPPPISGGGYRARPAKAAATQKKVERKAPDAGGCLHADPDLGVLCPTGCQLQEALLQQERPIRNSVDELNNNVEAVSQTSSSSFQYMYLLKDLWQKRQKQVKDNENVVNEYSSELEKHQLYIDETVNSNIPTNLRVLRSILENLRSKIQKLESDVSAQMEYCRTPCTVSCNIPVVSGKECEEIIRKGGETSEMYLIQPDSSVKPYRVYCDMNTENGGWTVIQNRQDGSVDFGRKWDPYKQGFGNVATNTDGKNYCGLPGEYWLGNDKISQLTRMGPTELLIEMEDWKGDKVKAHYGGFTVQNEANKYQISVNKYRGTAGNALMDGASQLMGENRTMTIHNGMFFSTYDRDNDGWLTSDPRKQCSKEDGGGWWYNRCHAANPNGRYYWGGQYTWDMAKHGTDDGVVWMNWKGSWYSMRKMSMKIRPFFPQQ
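Assay system: human fibrin DD(E) protein / Input: 2 µM fibrin DD(E) / Benchmarks: high control of 10 µM Aha-Tn7 peptide / Measured by: fluorescence polarization of the labelled Tn7 tracer / Medium: Tris buffer with calcium and detergent, pH 7.8 / Timing: 10 min compound pre-incubation, 3 h probe incubation at room temperature / Repeats: one replicate per compound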
UHRF1 MBD2 ctr – UHRF1 methylated DNA binding inhibitors, primary screen, counter-screen for MBD2 inhibitor project, biochemical, TR-FRET, human UHRF1, single concentration. UHRF1 binding to methylated oligo. inhibition, % at 4.4 µM. hit rate 0.75% among 370,000; in the data active = inhibition above about 21%;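 note: UHRF1 SRA domain binding a hemimethylated CpG hairpin DNA probe; 0% = median of test compound wells and 100% = reference inhibitor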
SIAE primary – human SIAE inhibitors, primary screen, biochemical, fluorescence polarization, FP-Rh probe, 1536-well HTS; hit rate 0.69% among 370,000; Sialate O-acetylesterase (Homo sapiens), Q9HAT2; inhibition, % at 9.66 µM; SIAE FP-Rh probe binding;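 active = inhibition above a cutoff: mean of compounds within the control limits plus 3 SD of those, cut at about 17% in these data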;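 note: 0% = plate median of compound wells and 100% = probe without SIAE protein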
TDP2 inh – human TDP2 enzyme inhibitors, primary screen, biochemical, epi absorbance, recombinant enzyme; inhibition, % at 12.8 µM; T5PNP hydrolysis, p-nitrophenol absorbance 415 nm; Tyrosyl-DNA phosphodiesterase 2 (Homo sapiens), O95551; hit rate 0.34% among 370,000; AID 720702, 2013;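 active = inhibition above the mean of all tested compounds plus 3 SD, set per campaign, cut at about 25% in these data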;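 note: 0% = DMSO with enzyme and 100% = buffer with substrate but no TDP2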
Target sequence (O95551 whole entry, looked up): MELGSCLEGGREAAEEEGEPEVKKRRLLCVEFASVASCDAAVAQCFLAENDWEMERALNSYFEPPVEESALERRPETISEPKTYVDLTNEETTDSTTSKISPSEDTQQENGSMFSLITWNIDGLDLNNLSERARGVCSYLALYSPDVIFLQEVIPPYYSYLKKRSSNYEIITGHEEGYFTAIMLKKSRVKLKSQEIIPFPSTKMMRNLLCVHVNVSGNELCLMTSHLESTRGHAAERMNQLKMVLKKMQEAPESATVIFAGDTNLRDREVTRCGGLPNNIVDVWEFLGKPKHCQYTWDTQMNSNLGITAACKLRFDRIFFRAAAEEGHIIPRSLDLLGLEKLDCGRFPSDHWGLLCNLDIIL
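Material: recombinant human TDP2; quantity: TDP2 enzyme at 120 nM final; medium: Tris-HCl pH 7.5 with MgCl2; compound: single concentration, 12.8 µM nominal, with 1% DMSO; incubation: 2 h enzyme incubation at 37 °C; signal: epi absorbance; measure: percent inhibition; benchmarks: high control without enzyme, low control DMSO plus TDP2; repeats: singlicate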
An asterisk follows results filed as active; . = not tested or not shown. Rows were taken by chance; 4.2% or so of the library scored in one or more.

SMILES,PG9 binder,ABHD4 inh,TCR CD3 inh,HTRA1 inhibitor,LEDGF integ inh,PRMT1 inh,Tn7 DDE FP,UHRF1 MBD2 ctr,SIAE primary,TDP2 inh
COc1ccccc1C(=O)Nc1sc(C(=O)N2CCCC2)c(C)c1C#N,-0.2,-9,-6,1,-1,2,-1,4,-11,-2
Cc1nc2ccc(S(=O)(=O)NC(C(=O)N3CCn4c3nc3ccccc34)C(C)C)cc2s1 (configuration not stated),-2.4,6,4,-4,1,1,-6,0,-1,10
Cc1noc(/C=C/c2ccco2)c1S(=O)(=O)N1CCC(C(=O)N(C)Cc2ccccc2)CC1,-0.1,2,-1,-13,0,4,-6,0,-2,7
O=C(CSc1nnc(CNC(=O)C23CC4CC(CC(C4)C2)C3)n1-c1ccccc1)Nc1ccc(F)cc1,-2.8,3,2,-5,3,-1,-6,1,-5,-6
Cc1sc2ncn(CC(=O)NCCCC(=O)NCc3ccc(F)cc3)c(=O)c2c1C,-0.1,-3,5,-2,-4,-3,0,0,0,13
COc1ccc(C(C)(O)c2nc(-c3ccccc3)cs2)cc1 (configuration not stated),-0.5,-5,-2,.,-5,3,4,-3,2,2
O=C(Nc1ccccc1C(=O)NCCc1ccccc1)c1ccco1,1.4,3,-7,-2,0,3,-6,-1,4,7
Cc1ccc(CNC(=O)CCc2nc3ccccc3c(=O)[nH]2)cc1,0.9,4,4,5,0,-2,-2,3,-3,3
COc1cc2c(cc1OC)C1(Nc3c-2c(C)nn3-c2ccccc2)C(=O)Nc2ccccc21 (configuration not stated),-0.5,-14,2,-5,0,3,3,-3,-5,-10
FC(F)(F)c1cc(-c2ccccc2)nc(N2CCCCC2)n1,-0.4,2,4,-1,0,-1,-8,-2,-4,-5
O=C(NCCN1CCNC1=O)C1CCC(=O)N(Cc2ccccc2F)C1 (configuration not stated),-1.9,6,3,-2,4,1,2,-4,-9,11
Cc1ccccc1NC(=O)C1COc2ccccc2O1 (configuration not stated),-1.6,0,-11,9,1,2,6,3,-5,2

Nine neighbouring compounds out of the list so far, quoted:
SMILES,PG9 binder,ABHD4 inh,TCR CD3 inh,HTRA1 inhibitor,LEDGF integ inh,PRMT1 inh,Tn7 DDE FP,UHRF1 MBD2 ctr,SIAE primary,TDP2 inh
O=C(CSc1nnc(CNC(=O)C23CC4CC(CC(C4)C2)C3)n1-c1ccccc1)Nc1ccc(F)cc1,-2.8,3,2,-5,3,-1,-6,1,-5,-6
Cc1sc2ncn(CC(=O)NCCCC(=O)NCc3ccc(F)cc3)c(=O)c2c1C,-0.1,-3,5,-2,-4,-3,0,0,0,13
COc1ccc(C(C)(O)c2nc(-c3ccccc3)cs2)cc1 (configuration not stated),-0.5,-5,-2,.,-5,3,4,-3,2,2
O=C(Nc1ccccc1C(=O)NCCc1ccccc1)c1ccco1,1.4,3,-7,-2,0,3,-6,-1,4,7
Cc1ccc(CNC(=O)CCc2nc3ccccc3c(=O)[nH]2)cc1,0.9,4,4,5,0,-2,-2,3,-3,3
COc1cc2c(cc1OC)C1(Nc3c-2c(C)nn3-c2ccccc2)C(=O)Nc2ccccc21 (configuration not stated),-0.5,-14,2,-5,0,3,3,-3,-5,-10
FC(F)(F)c1cc(-c2ccccc2)nc(N2CCCCC2)n1,-0.4,2,4,-1,0,-1,-8,-2,-4,-5
O=C(NCCN1CCNC1=O)C1CCC(=O)N(Cc2ccccc2F)C1 (configuration not stated),-1.9,6,3,-2,4,1,2,-4,-9,11
Cc1ccccc1NC(=O)C1COc2ccccc2O1 (configuration not stated),-1.6,0,-11,9,1,2,6,3,-5,2

Further structures.
SMILES,PG9 binder,ABHD4 inh,TCR CD3 inh,HTRA1 inhibitor,LEDGF integ inh,PRMT1 inh,Tn7 DDE FP,UHRF1 MBD2 ctr,SIAE primary,TDP2 inh
COc1ccc(CCNC(=O)c2c(O)c3ccccc3n(C)c2=O)cc1,0.7,-3,9,-6,0,-6,-5,-1,3,-18
Cc1cccc2cc(CN(Cc3cccs3)C(=S)NCC3CCCO3)c(=O)[nH]c12 (configuration not stated),0.0,2,2,-12,-3,3,-3,6,-58,-10
O=C1CCCN1c1ccc(S(=O)(=O)NCc2ccco2)cc1,-0.2,0,-2,-3,0,-5,-7,1,9,8
CCCn1c(SCC(=O)NCc2ccccc2)n[nH]c1=O,1.4,-3,3,5,3,-3,1,-3,2,13
COC(=O)[C@]12C[C@H](CC(=O)NCc3ccc(OC)c(OC)c3)C(=O)N(Cc3ccccc3)C1=C[C@H](C(C)C)O[C@@H]2C1CC1,-0.5,7,1,.,-3,0,4,-2,2,2
CCOC(=O)C1(Cc2ccccc2C)CCCN(C(=O)c2ccc3nccnc3c2)C1 (configuration not stated),-1.4,-10,16,-2,4,1,-5,1,-7,-13
Cn1c(CN2CCCC2)nc2cc(NC(=O)c3ccco3)ccc21,0.4,-6,6,5,2,-3,-3,-4,4,13
Cc1ccc(NC(=O)N(CCCN2CCOCC2)Cc2cc3cc4c(cc3[nH]c2=O)OCO4)cc1,1.1,2,1,3,0,-1,0,-1,-2,7
CC1=C(C(=O)N(C(C)C)C(C)C)CC(CC(=O)NCCc2ccccn2)C(=O)N1Cc1ccccc1 (configuration not stated),0.3,-2,-1,3,-1,-1,-6,-2,7,4
O=C(c1cc(-c2ccccc2)nc2ccccc12)N1CCN(c2ccccn2)CC1,-1.2,1,2,-9,1,1,8,2,4,9
O=C(NC1CCCc2ccccc21)c1ccccc1Br (configuration not stated),1.8,0,0,-3,0,-2,-7,6,-3,-29
O=C(O)CNC(=O)/C(=C\c1ccc2c(c1)OCO2)NC(=O)c1ccc(Br)cc1,-1.6,-3,1,.,-2,0,4,-2,3,12
O=C(COc1ccc(Cl)cc1Br)Nc1ccccc1N1CCCC1,1.4,-2,0,1,2,-1,-4,-3,16,8
NC(=O)c1nn(Cc2ccccc2)c(=O)c2ccccc12,-2.4,2,7,4,-1,0,-3,0,0,6
c1ccc(CCn2c(C3CC3)nc3ccccc32)cc1,0.3,2,1,-1,3,1,-2,0,4,-19
COc1ccccc1-c1ccc(SCc2ccc([N+](=O)[O-])cc2)nn1,0.4,-6,-4,-14,2,-1,-2,2,0,-16
Cc1cccn2c(=O)c3cc(C(=O)N4CCN(Cc5ccccc5)CC4)sc3nc12,0.7,-2,3,-2,-2,-3,-4,-9,1,2
Cc1ccc(NC(=O)CCN2C(=O)NC(C)(C)C2=O)cc1F,-2.0,3,3,-1,0,-1,-6,-2,4,-4
Cc1ccc(-c2csc(N(C)C(=O)c3c(C)nn(-c4ccccc4)c3Cl)n2)cc1,-2.3,-8,2,-3,0,-1,-2,0,8,1
COc1ccc(C2/C=C\CN(Cc3ccc(N(C)C)cc3)CC(=O)N2Cc2ccc(F)cc2)cc1 (configuration not stated),0.2,0,-3,-3,-1,-1,4,1,2,5
COC(=O)NCCOc1nc(N(C)C)nc(N(C)C)n1,-0.5,7,4,-4,-2,-2,-3,-1,5,-8
O=C(/C=C/c1cccs1)N1CCC2(CC1)Oc1ccc(Cl)cc1C(=O)C21CC(c2cccnc2)=NO1 (configuration not stated),-2.5,-6,4,-47,11,-3,-5,-2,3,-4
CCCC1C(C(=O)OCC)=C(C)NC(C)=C1C(=O)OCC,0.8,-1,-3,3,1,1,3,2,0,-6
COc1ccc(NC(=O)C(NC(=O)Cc2cccs2)c2ccc(C)cc2)cc1 (configuration not stated),-2.0,1,-7,-3,1,1,-5,2,2,-3
Cc1cccc(C(=O)Nc2nnc(S(=O)(=O)N3CCOCC3)s2)c1,3.2,0,-7,9,0,0,1,-4,6,11
CCCCNC(=O)c1nn2c(C(F)(F)F)cc(-c3ccccc3)nc2c1Br,0.5,-4,-12,2,0,4,-2,2,4,-11
NC(Cc1ccc(Cl)cc1)c1csc(NC(=O)Nc2ccccc2-c2ccccc2)n1 (configuration not stated),1.0,2,3,.,8,-7,-3,-2,3,-7
CN1CCN(c2cc(-c3cccc(C(=O)O)c3)nc3ccnn23)CC1,-0.4,-8,-3,.,13,0,1,0,13,2
Cc1ccc(CSCCC(=O)NCCc2ccc(Cl)cc2)cc1,0.6,-1,4,0,-2,2,5,0,6,4
CN(C)/C=c1\sc2c(C#N)cc(C(=O)c3ccc(Br)cc3)n2c1=O,0.2,10,-4,2,0,1,-5,-3,4,7
Cc1cc(OC2CCCCC2)nc(-c2ccccc2O)n1,1.5,-1,4,0,1,0,-11,3,0,1
O=C1C(c2ccccc2)c2ccccc2N1Cc1ccccc1 (configuration not stated),-1.6,-5,4,-24,-1,-2,2,1,1,4
Cc1cc(NC(=O)COc2ccc(Cl)cc2Cl)n(-c2ccccc2)n1,-0.5,-1,2,-5,0,-2,-5,0,-6,-4
CN(Cc1ccccc1)S(=O)(=O)c1ccc(Cl)c(C(=O)N2CCC2)c1,0.8,1,0,4,1,-1,-2,5,4,-5
CN(C)S(=O)(=O)c1cccc(NC(=S)N(CCC#N)Cc2cccnc2)c1,-0.5,-1,-1,9,-2,2,-5,0,7,0
